B2AR arrestin = recruits beta-arrestin to the human beta2-adrenergic receptor. 0.02% of 330,000 active. beta-arrestin recruitment to beta2AR, cell-based reporter. Potency, µM (series often up to 46.1 µM), for inactives: top-dose activation, most hits filed as activators. AID 492947;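 further: potency means the concentration at half of the fitted maximal effect; 0% = DMSO controls and full agonism = EC100 isoproterenol or metaproterenol; nearly all actives have a fitted effect of over 65% in size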
TCR activator = activators of T cell receptors; Potency, µM (titrated, usually from 9.22 µM), without a hit: top-dose activation of IL-2 secretion, actives largely listed as activators; AID 504894; 330,000 tested, under 10 active; primary human leukocytes, anti-CD3, IL-2 HTRF, 48 h; further: % of control where 0% means no effect
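Activity was scored as IL-2 release from primary human leukocytes given only a TCR signal (a-CD3 beads) plus compound for 48 hr. Detection used a two-antibody HTRF format read at 665nm.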
BRCA1 expr up = activators of BRCA1 expression | MCF7-BRCA1-FFLuc reporter, luminescence, 48 h; response scale: scaled: vehicle 0%, 10 µM genistein 100% | Potency, µM (titrated, usually from 46.1 µM), without a hit: top-dose activation, hits mostly activators | 1.1% of 380,000 active | AID 624202; further: potency means the concentration at half of the fitted maximal effect; nearly all actives have a fitted effect of over 80% in size; some results filed as inactive show a strong effect at the top dose
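48 h compound treatment of MCF7-BRCA1-FFLuc cells (phenol-red free MEM, 37 °C), then 15 min with luciferase substrate and luminescence imaging.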
Integrin act MD = integrin-mediated muscular dystrophy alleviation activation. alpha7betagal myoblasts, beta-gal FDG fluorescence, 48 h. Potency, µM (highest dose often 38.3 µM), without a hit: at the highest dose activation, usual class: activators. 0.064% of 350,000 active;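 further: potency means the concentration at half of the fitted maximal effect; 100% = response of the positive control SU9516; nearly all actives have a fitted effect of over 60% in size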
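alpha7betagal+/- myoblasts (passage 13, 250/well) treated 48 h at 37C with compounds at 1:260 dilution of DMSO stock. Lysed, then beta-galactosidase activity read as FDG fluorescence (ex 480/em 540) after 30 min, with pre-read for autofluorescence.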
p53 reactivator = restores transcriptional activity of mutant p53; H1299 p53-A138V BP100-luciferase reporter, luminescence, 24 h; Potency, µM (series often up to 92.2 µM), for inactives: at the highest dose activity change, positive = activation, hits mostly activators; 0.063% of 320,000 active; AID 504706; further: potency means the concentration at half of the fitted maximal effect; % of control where 0% means no effect; nearly all actives have a fitted effect of over 45% in size
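H1299 (p53-null), stable ts p53-A138V + BP100-Luc; 1000 cells/well, Opti-MEM/10% FBS; cpd 4 pt, 1:5; 24 h, 37 deg C, 5% CO2; detection reagent 10 min RT; luminescence.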
ELG1 repair inh = blocks ELG1-dependent DNA repair in HEK293T cells; Potency, µM (titrated, usually from 46.1 µM), for inactives: at the highest dose activity change, negative = inhibition, hits mostly inhibitors; HEK293T ELG1-luciferase reporter, luminescence, 16 h; DNA damage induced by 5-fluorouridine; 2.3% of 330,000 active; further: potency means the concentration at half of the fitted maximal effect; on the % scale 0 is the no-effect control and ±100 the full control effect; nearly all actives have a fitted effect of over 55% in size
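Luminescence from the luciferase reporter, measured 30 min after ONE-Glo reagent at room temperature, was the read-out. Beforehand, 2,000 cells per well were exposed for 16 hr at 37 °C to 5-fluorouridine together with compound or vehicle.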
PTAP TSG101 blk = blocks PTAP/TSG101 interaction to inhibit HIV-1 budding; Q99816; Potency, µM (highest dose often 115 µM), without a hit: top-dose activity change, negative = inhibition, actives largely listed as inhibitors; Fluorescence polarization, FITC-PTAP peptide / Tsg101 binding; 340,000 tested, under 10 active; AID 493005; active means well fitted inhibition curve with a large enough effect in the main read-out, with a control signal flat, not every such curve was filed as active; inconclusive means small, poorly fitted or top-dose-only effect, or effect the other way, or a change in a side signal; inactive means no such curve, though single readings can be large or run the other way; further: potency means the concentration at half of the fitted maximal effect; % of control where 0% means no effect
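Tsg101 binding domain (10 uM final) was mixed with compound and a FITC-labeled PTAP peptide (50 nM final) in HEPES pH 7.5 buffer with NaCl, Tween 20, EDTA and TCEP; fluorescence polarization was read after 20 min at r.t.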
TRPV1 agonist = human TRPV1 agonism; 0.19% of 320,000 active; AID 540275; TRPV1-expressing cells, Fluo-8 calcium influx, agonist mode; activation, % at 8.33 µM; Q8NER1; in the data active means activation above about 80%; inconclusive means between about 30% and that limit; further: 0% is about no effect
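Cells expressing TRPV1 were dye-loaded with Fluo-8 and read kinetically: 10 s baseline, 3 min after compound (agonist portion), then 2 min after EC20 capsaicin (allosteric enhancer portion). Calcium-bound dye fluorescence at 480/520 nm.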
CXXC DNA block = MLL CXXC-DNA interaction inhibition; Q03164; MLL-CXXC / FITC-HOXA9 DNA fluorescence polarization; Potency, µM (doses to about 115 µM), for inactives: top-dose activity change, negative = inhibition, most hits filed as inhibitors; 0.037% of 290,000 active; active means well fitted inhibition curve with a large enough effect in the polarisation, with a control signal flat, not every such curve was filed as active; inconclusive means small, poorly fitted or top-dose-only effect, or effect the other way, or a change in a side signal; inactive means no such curve, though single readings can be large or run the other way; the % refers to the polarisation; further: potency means the concentration at half of the fitted maximal effect
Target sequence (Q03164 whole entry, looked up): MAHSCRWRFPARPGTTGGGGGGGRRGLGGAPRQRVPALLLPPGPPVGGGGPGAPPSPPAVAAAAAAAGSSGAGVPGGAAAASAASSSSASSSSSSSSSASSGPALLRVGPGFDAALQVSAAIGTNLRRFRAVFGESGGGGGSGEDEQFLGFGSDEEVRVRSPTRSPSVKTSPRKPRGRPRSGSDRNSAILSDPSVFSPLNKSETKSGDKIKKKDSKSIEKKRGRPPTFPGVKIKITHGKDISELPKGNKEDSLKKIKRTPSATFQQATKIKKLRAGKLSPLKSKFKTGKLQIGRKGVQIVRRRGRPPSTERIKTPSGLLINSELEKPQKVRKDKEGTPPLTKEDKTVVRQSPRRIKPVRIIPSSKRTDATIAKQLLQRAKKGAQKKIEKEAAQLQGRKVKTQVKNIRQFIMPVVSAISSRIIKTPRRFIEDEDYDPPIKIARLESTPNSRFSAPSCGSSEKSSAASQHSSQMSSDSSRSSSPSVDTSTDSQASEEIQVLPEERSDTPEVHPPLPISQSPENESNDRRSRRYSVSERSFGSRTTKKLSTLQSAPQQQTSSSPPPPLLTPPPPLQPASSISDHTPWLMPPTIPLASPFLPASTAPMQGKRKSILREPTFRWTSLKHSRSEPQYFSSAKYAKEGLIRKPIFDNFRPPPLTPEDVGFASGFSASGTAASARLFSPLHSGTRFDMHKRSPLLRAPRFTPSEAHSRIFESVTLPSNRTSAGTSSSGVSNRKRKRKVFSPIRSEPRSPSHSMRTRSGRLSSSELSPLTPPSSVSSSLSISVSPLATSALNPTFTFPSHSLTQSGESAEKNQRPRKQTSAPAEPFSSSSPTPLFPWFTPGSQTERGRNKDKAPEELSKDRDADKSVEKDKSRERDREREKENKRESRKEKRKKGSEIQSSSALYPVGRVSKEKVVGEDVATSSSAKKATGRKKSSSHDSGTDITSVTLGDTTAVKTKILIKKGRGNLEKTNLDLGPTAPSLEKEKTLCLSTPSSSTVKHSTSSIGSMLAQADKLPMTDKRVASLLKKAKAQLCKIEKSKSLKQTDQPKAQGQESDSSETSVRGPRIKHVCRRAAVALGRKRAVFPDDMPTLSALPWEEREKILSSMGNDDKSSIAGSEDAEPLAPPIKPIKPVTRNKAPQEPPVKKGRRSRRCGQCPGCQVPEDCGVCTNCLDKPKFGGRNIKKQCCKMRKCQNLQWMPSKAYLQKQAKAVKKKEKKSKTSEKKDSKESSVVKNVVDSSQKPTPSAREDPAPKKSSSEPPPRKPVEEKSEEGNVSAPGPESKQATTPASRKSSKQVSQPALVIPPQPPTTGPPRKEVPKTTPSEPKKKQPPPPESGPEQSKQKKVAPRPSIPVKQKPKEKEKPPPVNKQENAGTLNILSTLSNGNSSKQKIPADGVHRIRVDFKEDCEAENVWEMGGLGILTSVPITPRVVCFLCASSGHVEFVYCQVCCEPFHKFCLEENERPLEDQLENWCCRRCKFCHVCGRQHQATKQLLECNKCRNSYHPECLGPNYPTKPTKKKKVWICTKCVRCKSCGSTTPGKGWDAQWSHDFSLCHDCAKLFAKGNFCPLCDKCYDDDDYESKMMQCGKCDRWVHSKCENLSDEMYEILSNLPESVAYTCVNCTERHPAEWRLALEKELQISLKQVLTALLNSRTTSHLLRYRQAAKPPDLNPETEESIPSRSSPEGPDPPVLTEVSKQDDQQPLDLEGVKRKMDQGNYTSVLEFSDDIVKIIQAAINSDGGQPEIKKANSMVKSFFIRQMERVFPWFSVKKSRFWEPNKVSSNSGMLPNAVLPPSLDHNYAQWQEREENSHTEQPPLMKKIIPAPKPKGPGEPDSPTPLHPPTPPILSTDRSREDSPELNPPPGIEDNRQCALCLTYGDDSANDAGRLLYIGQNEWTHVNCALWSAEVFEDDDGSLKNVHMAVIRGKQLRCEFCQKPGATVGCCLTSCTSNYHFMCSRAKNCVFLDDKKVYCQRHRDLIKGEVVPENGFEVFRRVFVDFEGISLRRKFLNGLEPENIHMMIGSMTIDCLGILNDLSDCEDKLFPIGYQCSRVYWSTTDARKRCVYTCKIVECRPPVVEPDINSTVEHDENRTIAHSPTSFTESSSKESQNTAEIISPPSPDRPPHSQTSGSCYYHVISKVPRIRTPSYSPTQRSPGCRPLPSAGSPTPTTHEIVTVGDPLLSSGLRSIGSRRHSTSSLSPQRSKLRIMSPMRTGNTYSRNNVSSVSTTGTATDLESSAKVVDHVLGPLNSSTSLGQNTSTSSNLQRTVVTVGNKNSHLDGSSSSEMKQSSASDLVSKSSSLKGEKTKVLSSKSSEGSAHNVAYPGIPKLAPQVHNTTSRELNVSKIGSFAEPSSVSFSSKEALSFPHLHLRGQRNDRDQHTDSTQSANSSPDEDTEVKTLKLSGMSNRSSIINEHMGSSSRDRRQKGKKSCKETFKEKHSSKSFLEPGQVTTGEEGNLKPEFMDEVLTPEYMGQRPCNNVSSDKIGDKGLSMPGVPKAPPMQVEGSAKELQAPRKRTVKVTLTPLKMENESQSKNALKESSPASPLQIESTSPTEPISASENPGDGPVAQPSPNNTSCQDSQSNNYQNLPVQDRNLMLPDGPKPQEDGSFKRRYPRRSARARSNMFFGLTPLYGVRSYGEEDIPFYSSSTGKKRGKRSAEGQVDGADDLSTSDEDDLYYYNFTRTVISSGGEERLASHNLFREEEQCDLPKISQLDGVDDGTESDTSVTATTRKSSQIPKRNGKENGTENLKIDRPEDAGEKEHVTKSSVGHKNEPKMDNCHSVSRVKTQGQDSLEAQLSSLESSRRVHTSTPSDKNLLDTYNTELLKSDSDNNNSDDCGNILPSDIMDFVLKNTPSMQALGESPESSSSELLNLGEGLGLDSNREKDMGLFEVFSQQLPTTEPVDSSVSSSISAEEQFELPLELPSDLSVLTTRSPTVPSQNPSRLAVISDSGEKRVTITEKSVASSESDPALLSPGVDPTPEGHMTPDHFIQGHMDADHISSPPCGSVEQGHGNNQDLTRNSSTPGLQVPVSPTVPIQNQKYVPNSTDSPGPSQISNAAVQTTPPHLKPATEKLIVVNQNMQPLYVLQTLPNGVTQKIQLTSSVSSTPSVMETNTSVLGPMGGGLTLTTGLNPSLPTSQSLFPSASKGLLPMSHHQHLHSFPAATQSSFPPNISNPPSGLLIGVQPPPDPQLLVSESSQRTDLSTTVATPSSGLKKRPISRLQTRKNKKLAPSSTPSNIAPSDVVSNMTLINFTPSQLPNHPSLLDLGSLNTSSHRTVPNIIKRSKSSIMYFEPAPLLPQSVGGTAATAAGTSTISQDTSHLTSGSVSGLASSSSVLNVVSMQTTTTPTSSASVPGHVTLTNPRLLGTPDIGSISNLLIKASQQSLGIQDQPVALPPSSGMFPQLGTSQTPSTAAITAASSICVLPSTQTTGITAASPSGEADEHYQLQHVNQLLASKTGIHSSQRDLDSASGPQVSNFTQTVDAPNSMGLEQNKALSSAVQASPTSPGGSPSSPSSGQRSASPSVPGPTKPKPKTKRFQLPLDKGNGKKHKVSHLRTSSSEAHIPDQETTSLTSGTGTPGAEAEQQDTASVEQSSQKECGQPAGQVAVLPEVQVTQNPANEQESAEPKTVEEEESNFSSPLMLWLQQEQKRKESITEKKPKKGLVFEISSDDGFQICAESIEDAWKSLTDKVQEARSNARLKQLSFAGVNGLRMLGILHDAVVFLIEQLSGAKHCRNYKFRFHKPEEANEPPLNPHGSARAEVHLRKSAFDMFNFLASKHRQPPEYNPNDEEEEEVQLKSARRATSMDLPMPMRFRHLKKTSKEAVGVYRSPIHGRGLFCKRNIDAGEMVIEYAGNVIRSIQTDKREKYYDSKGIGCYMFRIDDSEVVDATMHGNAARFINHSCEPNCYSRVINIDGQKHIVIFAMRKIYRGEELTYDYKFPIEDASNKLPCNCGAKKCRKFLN
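Purified MLL-CXXC (added from a 7 uM solution) was preincubated 5 min at ambient with pinned compounds in 50 mM Tris-HCl pH 7.5, 50 mM NaCl, 1 mM DTT, 0.05% BSA. Fluorescein-labeled HOX-A9 DNA (50 nM solution) followed, 30 min, then polarization read.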
A-T KAP1 phos = potential ataxia-telangiectasia treatment | AID 485349 | 0.19% of 320,000 active | […] A-T fibroblasts, KAP-1 phosphorylation AlphaLISA; neocarzinostatin DNA damage 30 min before lysis | Potency, µM (titrated, usually from 57.5 µM), inactives show at the highest dose activation, usual class: activators; further: potency means the concentration at half of the fitted maximal effect; % of control where 0% means no effect; nearly all actives have a fitted effect of over 45% in size
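ATM-like activity read as KAP-1 phosphorylation via AlphaLISA donor/acceptor antibody pairs after lysis and 6 hr at 25C. Cells were ATM-null patient fibroblasts ([…], hTERT), dosed 60 min, then exposed to the DSB inducer NCS for 30 min.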
The depositor's hits bear a star; ? = inconclusive; / = no result given; [ ] = dose if it differs, or a comment. Unless noted, the call rests on the fitted dose curve; in most records, active means well fitted curve in the direction sought with a large enough effect; inconclusive means small, poorly fitted or top-dose-only effect, or another doubt; inactive means no such curve, though single readings can be large; an effect the other way counts as inactive or inconclusive. An unsorted share of the library; 3.8% or so of the library scored in one or more.

SMILES	B2AR arrestin	TCR activator	BRCA1 expr up	Integrin act MD	p53 reactivator	ELG1 repair inh	PTAP TSG101 blk	TRPV1 agonist	CXXC DNA block	A-T KAP1 phos
CCc1nc2ccc(C)cc2c(C(=O)NC2CCCCC2C)c1C (centres undefined)	-0.2%	-3%	4%[1.84 µM]	-13%	3%	?	-2%	?	-4%	8%
COc1ccc(C2CC(=O)c3c(ccc4ccccc34)N2)cc1OC (centres undefined)	0.4%	-1%	-11%	0%	-3%	3%	-5%	17	14%	0%
CN(C)c1ccc(/C=C(/NC(=O)c2ccccc2)C(=O)NCCCn2ccnc2)cc1	0.1%	3%	-9%	5%	2%	10%	?	-5	39%[activator]	8%
C=CCN1C(=O)/C(=C/c2ccc(O)c(OC)c2)S/C1=N/c1nccs1	-0.5%	-10%[46.1 µM]	-47%	7%	-10%	23µM*	16%	?	?	-7%
CCOC(=O)Cn1nc(C)c(NC(=O)c2ccc([N+](=O)[O-])c(C)c2)c1C	0.6%	-8%	-3%	34%	4%	2%	-2%	2	-1%	5%
Cc1ccc(NC(=O)Cn2c(=O)n(Cc3ccco3)c(=N)c3c4c(sc32)COC(C)(C)C4)cc1	-0.7%	0%	-1%	-11%	7%	?	-4%	3	11%	-3%
COc1ccc(CCNC(=O)c2coc3ccccc3c2=O)cc1OC	0.5%	-8%	0%	-2%	6%	-23%	1%	-1	-5%	14%
CCOc1c2ccc(C(=O)NCc3ccc(OC(F)(F)F)cc3)cc2nn1CC	-1.3%	1%	0%	-4%	-4%	18%	0%	-4	-7%	13%
CN(C)S(=O)(=O)c1ccc(N2CCCC2)c(C(=O)N2CCN(c3ccc([N+](=O)[O-])cc3)CC2)c1	0.3%	3%	-1%	3%	0%	?	0%	0	5%	-9%
CC(C)c1ccc(/C=N/NC(=O)c2cccc(Cl)c2)cc1	0.7%	-2%[46.1 µM]	33%	-28%	?	?	-3%	?	-2%	-2%
CCN(CC)S(=O)(=O)c1ccc(OC)c(NC(=O)c2cn(CC)c3nc(C)ccc3c2=O)c1	-0.3%	-1%	0%	-16%	0%	3%	-3%	2	-13%	-3%
Cc1cccn2c(=O)c3cc(C(=O)NCc4ccco4)c(=N)n(C4CCCC4)c3nc12	0.0%	-1%	0%	1%	3%	9%	1%	?	18%	7%
Cc1cccc(C)c1OCC(=O)Nc1ccc(NC(=O)c2ccco2)cc1	-0.5%	11%	44%	-21%	-1%	-21%	-10%	2	2%	1%
COc1ccccc1NC(=O)COc1ccc2ccccc2c1	-0.2%	0%	-23%	-3%	-17%	?	-8%	?	-1%	14%
COC(CNC(=O)CNC(=S)N(Cc1ccccc1)Cc1cccs1)OC	0.1%	3%	-12%	8%	-5%	7%	0%	3	-2%	13%

Some entries already given, limited to PTAP TSG101 blk, CXXC DNA block and TCR activator.
SMILES	PTAP TSG101 blk	CXXC DNA block	TCR activator
CCOC(=O)Cn1nc(C)c(NC(=O)c2ccc([N+](=O)[O-])c(C)c2)c1C	-2%	-1%	-8%
Cc1ccc(NC(=O)Cn2c(=O)n(Cc3ccco3)c(=N)c3c4c(sc32)COC(C)(C)C4)cc1	-4%	11%	0%

Later entries:
SMILES	B2AR arrestin	TCR activator	BRCA1 expr up	Integrin act MD	p53 reactivator	ELG1 repair inh	PTAP TSG101 blk	TRPV1 agonist	CXXC DNA block	A-T KAP1 phos
COc1ccc(C)cc1-n1nnnc1SCC(=O)Nc1cc(C)on1	-0.3%	-4%[46.1 µM]	-27%	20%	-2%	?	-4%	-3	3%	/
COc1ccc(/C=C2\SC(=N)N(c3nccs3)C2=O)cc1OC	-0.2%	2%[46.1 µM]	0%	-50%[inhibitor]	?	?	0%	-5	6%	0%
O=C(Nc1cccnc1)C1CCCN(c2ncnc3c2nc2n3CCCCC2)C1 (centres undefined)	-0.3%	-1%	-2%	-19%	3%	-9%	-4%	29	15%	1%
O=C(CSc1nnc2ccccn12)NNC(=O)c1ccc([N+](=O)[O-])cc1	0.1%	-1%	0%	13%	1%	-14%	-11%	0	9%	1%
Cn1ccnc1SCC(=O)Nc1cc(C(F)(F)F)ccc1N1CCOCC1	-0.2%	-3%	-19%	-19%	-3%	0%	-3%	1	3%	-2%
CC1(c2ccccc2)NC(=O)N(CC(=O)Nc2cc(C(F)(F)F)ccc2N2CCCCC2)C1=O (centres undefined)	/	1%	-59%	-1%	/	/	0%	/	/	/
CC(=O)Nc1ccc(S(=O)(=O)NNC(=O)COc2ccc(Cl)cc2Cl)cc1	0.0%	3%	-19%	0%	-2%	-2%	-2%	3	11%	-3%
CC(=O)c1ccc(S(=O)(=O)Oc2ccc(C(=O)O)cc2Cl)cc1	-0.6%	4%[46.1 µM]	-5%	-5%	-3%	-2%	-1%	/	/	-7%
COc1cccc(C2=NOC(C(=O)Nc3cccnc3Cl)C2)c1OC (centres undefined)	-0.3%	0%	7%	24%	2%	?	-3%	0	9%	-1%
CC(=O)c1c(N)[nH]c(-c2ccccc2)nc1=S	9.7%	1%	-28%	-17%	6%	-29%	-4%	-2	5%	-6%
COc1ccc(C(=O)COC(=O)CCN=C2NS(=O)(=O)c3ccccc32)c(OC)c1	-0.2%	-3%	-2%	-12%	1%	-1%	-2%	1	/	3%
COc1cccc(C(=O)N(Cc2ccc3c(c2)OCO3)Cc2nc3ccccc3c(=O)[nH]2)c1	0.1%	-1%	-30%	-4%	-7%	?	-3%	-3	-1%	5%
Cc1sc(NC(=S)NC(=O)c2ccc(C(C)(C)C)cc2)c(C#N)c1C	-0.2%	2%	-41%	0%	4%	?	0%	8	14%	-3%
COc1ccc(C(=O)NCc2nnc(SCC(=O)N3CCCCCC3)o2)cc1OC	-0.9%	-2%	3%	-17%	0%	10%	-4%	3	5%	7%
Cc1ccc(NC(=O)NNC(=O)c2ccccc2)cc1	-0.3%	3%	54%	?	7%	19%	-2%	-1	8%	7%
COc1cccc(Nc2nc(-c3ccccc3O)nc3ccccc23)c1	-0.4%	-4%	-40%	3%	-6%	-23%	-5%	2	?	5%
CCCCCn1c(SCc2ccncc2)nc2cc(C(=O)NCc3ccco3)ccc2c1=O	0.3%	/	-60%	-45%[inhibitor]	-4%	6.5µM*	-8%	5	2%	0%
C#CC[N+](CC)(CC)CC#Cc1ccccc1	-0.8%	-7%	-26%	?	1%	?	-1%	-2	-10%	0%
CCOC(=O)c1cnc(C(F)(F)F)nc1Oc1ccccc1	-0.4%	-3%	-3%	4%	-2%	11%	-2%	/	-4%	6%
Cc1ccc(OCCC(=O)Nc2ccc(S(=O)(=O)Nc3cc(C)nc(C)n3)cc2)cc1	-2.3%	4%	13%	-6%	-2%	0%	-2%	-1	/	-4%
C=CCNC(=S)NNC(=O)c1ccc(Br)cc1	-0.1%	2%[46.1 µM]	3%	1%	1%	13%	-1%	-6	-1%	-6%
CCC(C)CCN1C(N(C)C)=NC[C@@H]1CC(C)C (some centres undefined)	0.3%	1%	-10%	-42%	3%	-16%	-7%	6	/	12%
O=C(Cn1cnc2ccccc2c1=O)N/N=C/c1ccc(Br)cc1	-0.2%	-3%	1%	-29%	-2%	21%	-1%	-3	-1%	-4%
CSc1ncccc1C(=O)Nc1ccc2nc(C)sc2c1	-0.4%	2%	91%	-35%	18%	?	-4%	2	-1%	17%
O=C(c1ccccc1Br)N1CCN(c2ccccc2)CC1	-0.6%	/	3%	-22%[7.66 µM]	-15%	-4%	-3%	3	-1%	-6%
COc1ccccc1N(C(=O)CNC(=O)c1ccco1)C(C(=O)NC1CCCC1)c1ccco1 (centres undefined)	-1.5%	-2%	-27%	-14%	1%	1%	-2%	1	-3%	3%
COC(C(=O)NC(C(C)C)C(C)C)c1ccccc1 (centres undefined)	-0.6%	-4%[46.1 µM]	-5%	28%	8%	1%	-8%	-2	-4%	0%
O=C1C2C3CCC(C3)C2C(=O)N1CNc1ccccc1 (centres undefined)	-0.2%	1%[46.1 µM]	-1%	7%	2%	6%	-2%	2	9%	4%
Cc1ccc(S(=O)(=O)N(C)CC(=O)NCC(=O)Nc2ccc(F)c(F)c2F)cc1	0.1%	0%[46.1 µM]	2%	-1%	0%	-1%	0%	/	/	-4%
Cc1oc2cc3oc(=O)c(CCC(=O)NC4CC4)c(C)c3cc2c1C	5.1%	3%	6.3µM*	-17%	/	8%	0%	5	-1%	-12%
CCOc1ccccc1NC(=O)c1c(Br)cnn1C	3.3%	2%[46.1 µM]	-52%	-6%	2%	-11%	-4%	27	7%	11%
CN(C)Cc1nnnn1-c1cccc(-n2nnnc2CN(C)C)c1	-0.4%	-3%	-2%	6%	-5%	-1%	-5%	/	6%	-6%
O=C(C1CCN(S(=O)(=O)c2cccc3nsnc23)CC1)N1CCn2c1nc1ccccc12	-0.9%	-3%	-28%	-60%[inhibitor]	2%	6.5µM*	-6%	/	-5%	2%
COc1ccc(-c2[nH]ncc2CN2CCCO2)c(F)c1	-0.3%	0%	-4%	?	-1%	4%	-7%	2	-13%	-1%
O=C(CSc1nnc(Cc2ccccc2)o1)NCc1ccco1	-0.2%	3%	8%	0%	5%	-1%	-4%	-1	1%	3%
